# Yeast lifespan up: extends the lifespan of yeast. S. cerevisiae growth with nicotinamide, OD615; deaD strain in restrictive glucose medium. inhibition of the nicotinamide effect, % at 10 µM. hit rate 0.68% among 130,000. AID 775;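 active means inhibition above a set limit, placed 3 SD over the median of all compounds, cut at about 26% in these data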;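 further: 0% = nicotinamide-treated wells and 100% = cells grown without nicotinamide; some compounds called inactive have numbers as strong as hits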
#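 Test system: DeaD-strain S. cerevisiae / Buffer or medium: restrictive glucose medium / Also added: nicotinamide 1.5 mM / Doses: one concentration, 10 µM, DMSO 0.25% / Schedule: 48 h at 30 °C / Signal: OD615 measurement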
# E-sel TNF inh: blocks E-selectin expression induced by TNF alpha; HUVEC TNFa-induced E-selectin immunofluorescence, high content; inhibition, % at 2 µM; hit rate 0.71% among 120,000; AID 1246;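 active means inhibition above the batch mean plus 3 SD, and confirmed as a hit on visual image review, cut at about 43% in these data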;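 further: 0% = TNF-stimulated DMSO wells and 100% = unstimulated control wells; not every result past the cut was called active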
# GALR2 blocker: GALR2 (human) receptor antagonism; hit rate 0.39% among 140,000; GALR2-expressing cells, antagonist mode; inhibition, % at 4 µM; O43603; AID 828; in the data active means inhibition above about 27%;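 further: cells stimulated with galanin 1-16 at roughly its EC80; 0% = agonist challenge control and 100% = basal control without agonist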
# Target sequence (O43603 whole entry, looked up): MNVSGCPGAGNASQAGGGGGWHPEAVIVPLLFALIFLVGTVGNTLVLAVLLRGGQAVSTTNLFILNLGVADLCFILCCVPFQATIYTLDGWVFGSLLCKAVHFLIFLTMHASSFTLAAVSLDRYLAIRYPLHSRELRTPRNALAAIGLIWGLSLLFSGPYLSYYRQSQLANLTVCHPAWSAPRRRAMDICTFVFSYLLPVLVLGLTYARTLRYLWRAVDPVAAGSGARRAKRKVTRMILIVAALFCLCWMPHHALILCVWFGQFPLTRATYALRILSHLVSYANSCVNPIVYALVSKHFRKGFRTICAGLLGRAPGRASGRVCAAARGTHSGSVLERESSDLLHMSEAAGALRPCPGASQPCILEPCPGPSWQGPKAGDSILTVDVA
# MRP-1 activ: MRP-1 activation; hit rate 0.61% among 140,000; H69AR cells + doxorubicin, viability rescue, CellTiter-Glo; AID 799; viability increase, % at 10 µM;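 active means viability gain under doxorubicin at or above a set limit, the compound median plus 3 SD, cut at about 4.7% in these data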;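 further: MRP-1 overexpressing cells given doxorubicin 25 µM after compound pretreatment; 18-22 h compound pretreatment then 72 h with doxorubicin before readout; 0% = doxorubicin-only wells and 100% = vehicle-treated cells without doxorubicin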
# Measles CPE: protection of cells from measles virus; Measles virus-infected cells, CPE protection, absorbance; protection (pct of control), % at 4 µM; AID 841; hit rate 1.5% among 140,000; in the data active means protection mostly above about 24%, no sharp cut-off; inactive means mostly below about 26%; further: some compounds called inactive have numbers as strong as hits
# NPY-Y2 antag: blocks the human neuropeptide Y Y2 receptor. NPY-Y2 expressing cells, antagonist mode. inhibition, % at 2.7 µM. hit rate 0.99% among 140,000. P49146. AID 793; in the data active means inhibition above about 17%;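 further: 0% = vehicle with agonist challenge and 100% = reference antagonist with challenge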
# Target sequence (P49146 whole entry, looked up): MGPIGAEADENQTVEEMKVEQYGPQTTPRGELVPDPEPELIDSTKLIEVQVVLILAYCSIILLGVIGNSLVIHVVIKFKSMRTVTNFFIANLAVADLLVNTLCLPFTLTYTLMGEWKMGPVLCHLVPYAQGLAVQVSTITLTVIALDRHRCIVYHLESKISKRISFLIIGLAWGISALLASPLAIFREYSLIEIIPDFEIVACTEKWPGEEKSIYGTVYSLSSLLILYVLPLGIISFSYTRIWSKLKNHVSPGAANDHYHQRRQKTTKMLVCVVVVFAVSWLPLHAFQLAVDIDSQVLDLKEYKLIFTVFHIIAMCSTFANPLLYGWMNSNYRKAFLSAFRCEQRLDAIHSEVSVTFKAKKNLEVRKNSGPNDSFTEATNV
# HCT116 PTEN-null: growth suppressors of cells with PTEN tumor suppressor deletion | HCT116 PTEN-null viability, CellTiter-Glo, 60 h; active compounds read low | viability, % at 10 µM | hit rate 1.2% among 140,000 | AID 827;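 active means viability at or below a set limit, 4 SD under the median of all tested compounds, cut at about 3.7% in these data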;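 further: PTEN knockout HCT116 line with beta catenin targeted HCT116 as companion control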
# Phagocyt inh: macrophage phagocytosis inhibition | J774A.1 macrophage IgG-bead phagocytosis, imaging | inhibition, % at 5 µM | hit rate 0.07% among 110,000 | AID 1029;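 active means inhibition above the mean of the plate negative controls plus 5 SD, cut at about 13% in these data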;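 further: phagocytic index as fraction of beads internalized from green versus red external bead signal; plate controls were DMSO negative control for no effect and cytochalasin-D positive control for full effect; some results beyond the cut were filed as inactive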
# BB579 growth dn: yeast BB579 growth reduction in restrictive medium; S. cerevisiae BB579 growth, OD615, 48 h; inhibition, % at 10 µM; hit rate 0.51% among 140,000; AID 804;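 active means inhibition above a set limit, 3 SD over the mean compound inhibition, cut at about 44% in these data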; further: inactives centre near -24
#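 System: DeaD yeast strain BB579; buffer or medium: CSMM-D dextrose restrictive medium; technique: OD at 615 nm; schedule: 4 h cell preincubation, 48 h compound exposure, 30 °C humidified; doses: single 10 µM dose; controls: amphotericin B 10 µg/mL, positive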
# HCT116 bCat-KO: beta-catenin-lacking colon tumor cell growth suppression. HCT116 beta-catenin knockout viability, CellTiter-Glo, 60 h; active compounds read low. viability, % at 10 µM. hit rate 1.5% among 140,000. AID 818;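 active means viability at or under a set limit, the compound median less 4 SD, cut at about 6% in these data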;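 further: 0% = Hyamine 1622 control at 20 µM and 100% = untreated cell control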
# Starred values were filed as active, the others as inactive; nt = not tested or not shown.
SMILES,Yeast lifespan up,E-sel TNF inh,GALR2 blocker,MRP-1 activ,Measles CPE,NPY-Y2 antag,HCT116 PTEN-null,Phagocyt inh,BB579 growth dn,HCT116 bCat-KO
COc1cc(C(=O)OCC(=O)c2cc(C)n(C)c2C)cc(OC)c1OC,3,30,-2,-1.9,14,5,35,2,-43,29
COc1cccc(N=Nc2c(=O)[nH]n3c(=O)cc(C)[nH]c23)c1,9,-18,4,-0.7,34,6,96,-1,-12,97
c1ccc(CSc2nnc([C@@H]3CCCN3)o2)cc1,-10,13,4,-1.4,2,3,101,-3,-4,92
Cc1ccc(NN=C2c3ccccc3-c3ccccc32)cc1,-3,nt,6,-3.6,14,-1,63,-8,-21,67
COc1ccc(C(=O)NNC(=O)C(NC(=O)c2ccccc2NC(=O)c2ccco2)C(C)C)cc1 (stereo unspecified),-1,nt,0,-1.0,4,0,102,-6,15,101
COC(=O)C1=C(Nc2ccc(C)cc2)C=C(C)C(C(=O)OC)C1c1ccc(OC)cc1 (stereo unspecified),nt,20,6,-5.5,9,23*,29,nt,-36,29
Cc1ccc2nc(-c3ccc(SCC(=O)O)nc3)[nH]c2c1,-5,4,1,-0.3,9,-3,99,-1,-20,95
CC(C)CCNC(=O)C1C2C=CC3(CN(Cc4ccccc4Cl)C(=O)C13)O2 (stereo unspecified),-3,nt,13,-1.1,5,1,97,0,-35,93
O=C(NCCOC(=O)c1ccc(Cl)c(S(=O)(=O)N2CCCCC2)c1)c1ccncc1,-12,3,-6,-1.9,16,1,89,0,3,101
O=C(NCc1ccccc1)c1c[nH]c2cc3c(cc2c1=O)OCCO3,nt,8,9,-2.4,15,3,90,nt,-17,78
CC(C)(C)c1cc(NC(=O)c2cc(F)c(F)c(F)c2F)no1,0,-39,7,-4.1,4,0,32,-5,-47,30
C=CCOc1ccc(C2c3c(oc4ccccc4c3=O)C(=O)N2CCCN2CCOCC2)cc1 (stereo unspecified),0,nt,-10,-1.8,10,-1,87,-1,-27,91
O=C(c1cc(-c2ccc(Cl)cc2Cl)on1)N1CCN(C(=O)c2ccco2)CC1,-12,-17,1,1.0,8,7,81,-2,-36,83
COc1ccc(C)cc1NC(=O)CCN1CCCC1,-6,-8,2,0.3,2,5,102,-2,-37,89
COc1ccccc1N1CCN(C(=O)CSc2nnc(NC(=O)C3CC3)s2)CC1,-23,6,10,-0.4,6,-1,90,1,-24,100
O=C(/C=C/c1ccc(Cl)cc1Cl)N(Cc1ccccc1)C1CCS(=O)(=O)C1 (stereo unspecified),-3,nt,-6,-3.5,3,4,69,nt,-26,68
O=C(O)C1CCN(C(=O)c2ccccc2Cl)CC1,13,0,-3,-1.1,6,1,114,-1,-21,110
CCOC(=O)N1CCN(C(=O)C(c2ccccc2)c2ccccc2)CC1,8,5,-1,-1.8,5,5,91,-1,-35,98
Cc1onc(-c2c(F)cccc2Cl)c1C(=O)Nc1ccc(S(=O)(=O)Nc2ncccn2)cc1,-11,-8,-3,-0.6,10,10,105,0,-60,105
Cc1nc2c(-c3ccc(F)cc3)c(C)nn2c(C)c1CCC(=O)N1CCN(c2ccccn2)CC1,-9,nt,-15,-2.0,11,0,83,0,9,90
CCOc1ccc(S(=O)(=O)NCCN2CCOCC2)c2ccccc12,-17,-5,5,-2.4,17,2,83,0,-21,102
COc1ccc(-c2nc3n(n2)C(c2ccccc2)C2=C(CCCC2=O)N3)cc1OC (stereo unspecified),-26,nt,10,-4.0,1,1,75,-2,-9,79
S=C(Nc1ccc(Cl)cc1)NC1CC2CCCC(C1)N2C1CCCC1 (stereo unspecified),3,-25,-2,-2.6,13,-3,78,nt,-64,75
Cc1ccccc1NC(=O)c1ccc(-c2ccc(Cl)cc2Cl)o1,-1,22,-16,4.5,3,13,97,0,-19,94
COc1ccccc1NC(=O)c1cc2ccccc2o1,nt,-6,17,-4.2,10,9,75,nt,-28,87
CN(C)S(=O)(=O)c1ccc(N2C(=O)CC2(/C=C/c2ccccc2)C(=O)NC2CCCC2)cc1 (stereo unspecified),-3,nt,-6,-2.8,2,3,79,-5,-45,79
O=C(Nc1ccccc1)C1CC(=O)n2ncnc2N1 (stereo unspecified),-7,-22,-1,-2.4,5,5,95,0,-35,100
O=C(Nc1sc2c(c1-c1nc3ccccc3[nH]1)CCCC2)C1CC1,-7,18,1,-0.5,4,1,107,3,-71,102
CCOC(=O)C1CCN(c2c(NCc3ccc(C(=O)NC4CCCC4)cc3)c(=O)c2=O)CC1,-8,nt,-6,-0.3,1,4,99,0,-45,93
COC(=O)c1ccc(CNC(=O)CN(CCC(C)C)S(=O)(=O)c2ccc3c(c2)OCCO3)cc1,6,nt,13,-1.5,3,2,100,nt,-29,91

# Exported with bars between the fields: 11 of the compounds above
Molecule | Yeast lifespan up | E-sel TNF inh | GALR2 blocker | MRP-1 activ | Measles CPE | NPY-Y2 antag | HCT116 PTEN-null | Phagocyt inh | BB579 growth dn | HCT116 bCat-KO
O=C(/C=C/c1ccc(Cl)cc1Cl)N(Cc1ccccc1)C1CCS(=O)(=O)C1 (stereo unspecified) | -3 | nt | -6 | -3.5 | 3 | 4 | 69 | nt | -26 | 68
O=C(O)C1CCN(C(=O)c2ccccc2Cl)CC1 | 13 | 0 | -3 | -1.1 | 6 | 1 | 114 | -1 | -21 | 110
CCOC(=O)N1CCN(C(=O)C(c2ccccc2)c2ccccc2)CC1 | 8 | 5 | -1 | -1.8 | 5 | 5 | 91 | -1 | -35 | 98
Cc1onc(-c2c(F)cccc2Cl)c1C(=O)Nc1ccc(S(=O)(=O)Nc2ncccn2)cc1 | -11 | -8 | -3 | -0.6 | 10 | 10 | 105 | 0 | -60 | 105
Cc1nc2c(-c3ccc(F)cc3)c(C)nn2c(C)c1CCC(=O)N1CCN(c2ccccn2)CC1 | -9 | nt | -15 | -2.0 | 11 | 0 | 83 | 0 | 9 | 90
CCOc1ccc(S(=O)(=O)NCCN2CCOCC2)c2ccccc12 | -17 | -5 | 5 | -2.4 | 17 | 2 | 83 | 0 | -21 | 102
COc1ccc(-c2nc3n(n2)C(c2ccccc2)C2=C(CCCC2=O)N3)cc1OC (stereo unspecified) | -26 | nt | 10 | -4.0 | 1 | 1 | 75 | -2 | -9 | 79
S=C(Nc1ccc(Cl)cc1)NC1CC2CCCC(C1)N2C1CCCC1 (stereo unspecified) | 3 | -25 | -2 | -2.6 | 13 | -3 | 78 | nt | -64 | 75
Cc1ccccc1NC(=O)c1ccc(-c2ccc(Cl)cc2Cl)o1 | -1 | 22 | -16 | 4.5 | 3 | 13 | 97 | 0 | -19 | 94
COc1ccccc1NC(=O)c1cc2ccccc2o1 | nt | -6 | 17 | -4.2 | 10 | 9 | 75 | nt | -28 | 87
CN(C)S(=O)(=O)c1ccc(N2C(=O)CC2(/C=C/c2ccccc2)C(=O)NC2CCCC2)cc1 (stereo unspecified) | -3 | nt | -6 | -2.8 | 2 | 3 | 79 | -5 | -45 | 79

# Next part
SMILES,Yeast lifespan up,E-sel TNF inh,GALR2 blocker,MRP-1 activ,Measles CPE,NPY-Y2 antag,HCT116 PTEN-null,Phagocyt inh,BB579 growth dn,HCT116 bCat-KO
Cc1cccc(-n2cc[nH]c2=S)c1C,1,nt,6,-2.5,8,1,86,-13,-10,99
CC(=O)n1cc(C(C[N+](=O)[O-])SCCN)c2ccccc21 (stereo unspecified),-19,nt,26,-1.0,3,0,88,nt,73*,77
Cc1cc(C(=O)N/N=C/c2cccn2C)n[nH]1,5,nt,9,0.9,11,1,97,-12,-19,94
CCN1CCN(CCNC(=O)C2CCN(Cc3nc(-c4ccc(Cl)cc4)oc3C)CC2)CC1,-2,nt,-13,-4.7,12,2,73,-1,-48,81
Cc1ccc(C(=O)Nc2nnc(-c3ccncc3)s2)o1,-24,54,14,-3.8,8,2,94,-3,-49,92
Cc1ccccc1OCCCC(=O)Nc1ccc2c(c1)OCO2,-26,-9,18,-2.6,3,6,71,0,-48,82
O=c1oc(-c2ccccc2NS(=O)(=O)c2ccccc2)nc2ccccc12,-2,-46,-6,-1.8,5,2,105,-1,-19,99
COc1cccc(N2C(=O)C(O)=C(C(C)=O)C2c2ccc(OC)c(OC)c2)c1 (stereo unspecified),-6,15,-5,0.2,1,0,108,nt,-11,110
O=C(COc1ccccc1)Nc1cccc2c1CCCC2,-8,-16,-13,-0.8,18,7,106,nt,-34,94
O=C(O)CSCNC(=O)C12CC3CC(CC(C3)C1)C2,-6,-11,-3,0.2,3,-1,97,nt,-59,93
CC(=O)N1CCc2cc(Br)cc(S(=O)(=O)N3CCN(c4ccccn4)CC3)c21,nt,-28,2,nt,nt,1,nt,-1,nt,nt
COc1ccc(C)cc1Nc1cc(C)nc2nc(C)nn12,-14,6,16,-4.8,8,1,56,0,22,58
CC1=C(C(=O)OCc2ccccc2)C(/C=C/c2ccccc2)NC(=S)N1 (stereo unspecified),-1,-43,1,-1.9,3,13,61,-9,-25,47
N#Cc1cc2c(nc1SCC1COc3ccccc3O1)CCC2 (stereo unspecified),-11,nt,-2,0.5,1,8,74,-5,-44,92
COc1ccc(CN(C(=S)Nc2ccccc2)C2CC(=O)N(c3ccc(Cl)cc3)C2=O)cc1 (stereo unspecified),-7,-3,4,-5.5,3,0,70,nt,-24,71
O=C1CN(c2ccc(Cl)cc2)C(=O)CN1NC(=S)Nc1ccc(Cl)cc1,-11,-48,-4,-1.6,14,2,96,-3,-7,91
COc1ccc(C)cc1C(=O)CCC(=O)Nc1ccccc1N1CCOCC1,-26,-28,-1,-6.1,4,2,1.2*,0,-6,1.2*
CC(=O)c1nc2ccccc2n1S(=O)(=O)c1ccc(C)cc1,-27,24,7,-1.3,9,1,93,-1,-42,88
COc1ccccc1CNC(=O)c1cn(C)c(=O)c2cc(OC)c(OC)cc12,-9,-3,-2,-1.2,6,-2,92,2,-44,95
COC(=O)C(C)(C)ONC(=O)Nc1ccccc1,-2,nt,-1,-1.9,4,4,91,-2,-34,98
Nc1nc(SCc2nnc(SCC(=O)O)n2-c2ccccc2)nc2sc3c(c12)CCCC3,-2,6,-6,-2.8,4,0,91,-1,-45,94
O=C(CSc1nnc2c3ccccc3c3ccccc3c2n1)Nc1ccccc1,-1,-25,15,-6.1,6,1,35,nt,-59,38
CC(NC(=O)OCc1ccccc1)C(=O)NCC1CCCO1 (stereo unspecified),-12,26,1,-2.0,6,1,91,nt,-52,84
CCOc1ccc(-c2noc(=O)[nH]2)cc1,-4,nt,10,-2.1,38*,1,85,2,-2,97
Brc1ccccc1-c1nnc2sc(Cc3ccccc3)nn12,-8,-13,6,-0.5,18,3,95,0,-52,88
O=C(Nc1ccc(F)cc1F)c1cc2nc3c(c(C(F)(F)F)n2n1)CCCC3,-3,nt,1,0.3,24,0,95,-8,1,104
CCN1CCN(c2ncnc3c2cnn3-c2ccccc2)CC1,-2,nt,-3,0.4,7,2,100,0,-55,88
O=C(NNC(=S)Nc1ccc(Cl)cc1Cl)c1ccncc1,0,-9,3,0.3,4,2,95,0,6,89
CN(C)c1ccc(N/C=C/C(=O)c2ccco2)cc1,-8,nt,1,0.5,21,-2,59,179*,-17,62

# Bioassay records (PubChem BioAssay)
